Bioassay records deposited in PubChem by The Scripps Research Institute Molecular Screening Center.
ADAM17 inh – ADAM17 inhibitors, primary screen, biochemical, QFRET; Disintegrin and metalloproteinase domain-containing protein 17 (Homo sapiens), P78536; recombinant ADAM17, EDANS/DABCYL FRET peptide cleavage; inhibition, % at 6.95 µM; 0.83% of 370,000 active; AID 720648, 2013;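 active = inhibition above the mean of compounds lying between control limits plus 3 SD, set per campaign, cut at about 8.5% in these data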;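 also: 0% = DMSO-only wells as the low control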
MBD2 inh – inhibitors of MBD2 binding to methylated DNA, primary screen, biochemical, TR-FRET, DNA-binding domain, human; Methyl-CpG-binding domain protein 2 (Homo sapiens), Q9UBB5; MBD2 binding to methylated oligonucleotide; inhibition, % at 4.4 µM; 0.31% of 370,000 active; AID 686964, 2013; in the data active = inhibition above about 13%
proKLK7 act – proKLK7 zymogen activators, primary screen, biochemical, fluorescence intensity. AID 652039, 2013. purified proKLK7, EDANS-DABCYL substrate fluorescence; 100% is mature enzyme control, 0% vehicle. activation, % at 7 µM. Kallikrein-7 (Homo sapiens), P49862. 0.9% of 370,000 active;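 active = activation above the mean of all tested compounds plus 3 SD, computed per campaign excluding outliers beyond control limits, cut at about 13% in these data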
Target sequence (P49862 whole entry, looked up): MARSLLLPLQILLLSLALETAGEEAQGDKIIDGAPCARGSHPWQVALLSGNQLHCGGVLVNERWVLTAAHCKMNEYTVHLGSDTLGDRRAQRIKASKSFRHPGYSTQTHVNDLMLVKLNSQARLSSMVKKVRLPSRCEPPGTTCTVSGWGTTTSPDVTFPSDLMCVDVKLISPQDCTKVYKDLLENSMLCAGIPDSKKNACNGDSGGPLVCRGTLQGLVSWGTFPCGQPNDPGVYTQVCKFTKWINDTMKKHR
UHRF1 binding – UHRF1 methylated DNA binding inhibitors, primary screen, counter-screen for MBD2 inhibitor project, biochemical, TR-FRET, human UHRF1, single concentration | UHRF1 binding to methylated oligo | E3 ubiquitin-protein ligase UHRF1 (Homo sapiens), Q96T88 | AID 687016, 2013 | 0.75% of 370,000 active | inhibition, % at 4.4 µM; in the data active = inhibition above about 21%;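 also: UHRF1 SRA domain binding a hemimethylated CpG hairpin DNA probe; 0% = median of test compound wells and 100% = reference inhibitor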
ARFGAP1 inhibitor – inhibitors of rat ARFGAP1 GAP activity, primary screen, biochemical, fluorescence polarization, GDP tracer; inhibition, % at 16.5 µM; Arfgap1-stimulated ARF1 GTP hydrolysis, GDP FP detection; 0.26% of 360,000 active;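 active = inhibition above a per-plate limit, mean inhibition of low control wells plus 3 SD, cut at about 25% in these data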;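 also: 0% = DMSO wells with enzyme and 100% = wells lacking Arfgap1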
Target sequence (Q62848 1-136 limits assumed): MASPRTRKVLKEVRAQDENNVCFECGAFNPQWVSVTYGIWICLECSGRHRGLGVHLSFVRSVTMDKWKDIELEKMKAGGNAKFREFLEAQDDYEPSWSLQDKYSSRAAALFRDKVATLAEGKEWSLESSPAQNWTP
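Repeats: one replicate per compound; assay system: rat Arfgap1 catalytic domain, aa 1-136; times: enzyme reaction 120 min at 25 °C after 20 min preincubation; detection: FP of antibody-bound GDP Alexa 633 tracer, ex 620/em 688 nm; benchmarks: high control wells lacking Arfgap1, low control full reaction with DMSO; reagent: human ARF1(Δ1-17)-GTP substrate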
ASAP1 inh – inhibitors of human ASAP1 ArfGAP activity, primary screen, biochemical, fluorescence polarization | inhibition, % at 16.5 µM | 0.19% of 360,000 active | ASAP1-stimulated ARF1 GTP hydrolysis, GDP FP detection | Arf-GAP with SH3 domain, ANK repeat and PH domain-containing protein 1 (Homo sapiens), …; in the data active = inhibition above about 25%;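 also: 0% = vehicle with enzyme and substrate and 100% = no enzyme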
Target sequence (Q9ULH1 325-724 limits assumed): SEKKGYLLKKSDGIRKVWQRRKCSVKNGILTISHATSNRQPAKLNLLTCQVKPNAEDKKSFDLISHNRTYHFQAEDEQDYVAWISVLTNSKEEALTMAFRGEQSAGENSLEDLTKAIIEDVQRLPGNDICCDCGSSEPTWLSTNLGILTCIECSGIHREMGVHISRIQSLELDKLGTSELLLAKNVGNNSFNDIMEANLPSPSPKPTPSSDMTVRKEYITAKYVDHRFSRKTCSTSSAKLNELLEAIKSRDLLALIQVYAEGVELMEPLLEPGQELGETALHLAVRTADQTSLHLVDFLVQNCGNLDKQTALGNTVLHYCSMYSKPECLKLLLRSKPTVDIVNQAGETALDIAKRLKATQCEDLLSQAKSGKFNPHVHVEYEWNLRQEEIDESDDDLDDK
PLCb3 inh – human PLC-beta3 inhibitors, primary screen, biochemical, fluorescence. 1-phosphatidylinositol 4,5-bisphosphate phosphodiesterase beta-3 (Homo sapiens), Q01970. Purified PLC-beta3, fluorogenic substrate. inhibition, % at 12.2 µM. 0.18% of 370,000 active. AID 720704, 2013; in the data active = inhibition above about 11%;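 also: 0% = median of compound wells on plate and 100% = full blocker control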
PLC-gamma1 inh – PLC-gamma1 enzyme inhibitors, primary screen, biochemical, fluorescence, purified enzyme | fluorogenic substrate | inhibition, % at 12.2 µM | 0.84% of 370,000 active | AID 720700, 2013; in the data active = inhibition above about 9.5%
Tn6 DDE FP – inhibitors of Tn6 peptide binding to fibrin DD(E), primary screen, biochemical, fluorescence polarization, human fibrin, Tn6 probe; Fibrinogen beta chain (Homo sapiens), P02675; Fibrin DD(E) TRITC-Tn6 fluorescence polarization displacement; inhibition, % at 8.3 µM; 0.21% of 370,000 active;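 active = inhibition above a per-campaign cutoff: mean of compounds within control limits plus 3 SD, cut at about 15% in these data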;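 also: 0% = median of all compound wells on the plate and 100% = blocking peptide control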
Tn7 DDE FP – inhibitors of Tn7 peptide binding to fibrin DD(E), primary screen, biochemical, fluorescence polarization, human fibrin, Tn7 probe | inhibition, % at 8.3 µM | FP displacement of FITC-Tn7 peptide from fibrin DD(E); 0% = median of compound wells per plate | 0.13% of 370,000 active | Fibrinogen beta chain (Homo sapiens), P02675;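 active = inhibition above the mean of compounds falling within the control limits plus 3 SD of them, cut at about 14% in these data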;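 also: 0% = plate median of compound wells and 100% = 10 µM Aha-Tn7 peptide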
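Assay system: Human fibrin DD(E) protein | Medium: Tris buffer with calcium and detergent, pH 7.8 | Reagent: 0.1 µM fluorescent Tn7 | Compound dosing: Single point at 8.3 µM | Times: 10 min preincubation, 3 h with tracer, room temperature | Detection: Fluorescence polarization of the labelled Tn7 tracer | Controls: Aha-Tn7 high control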
* marks the source's active call; other numbers are inactive results; i = inactive; & = joins results of further samples.

SMILES	ADAM17 inh	MBD2 inh	proKLK7 act	UHRF1 binding	ARFGAP1 inhibitor	ASAP1 inh	PLCb3 inh	PLC-gamma1 inh	Tn6 DDE FP	Tn7 DDE FP
Cc1ccccc1S(=O)(=O)NC(=O)C1(C)CCN1C(=O)C1(c2ccc(Cl)cc2)CC1 (configuration not stated)	-0.3	3.5	-0.5	-1.0	-17.2	4.5	2.0	0.2	6.0	-3.6
CCN1C(=O)c2cccc3c(S(=O)(=O)NCc4ccccc4)ccc1c23	-178.0	4.5	34.5*	16.0	3.2	-6.3	i	i	1.8	-7.3
O=C(NCCNS(=O)(=O)c1ccccc1)c1ccc([N+](=O)[O-])cc1	0.4	0.7	-0.6	-0.1	-7.0	0.6	-1.9	1.5	-2.5	-0.5
O=C(N/C(=C\c1ccc(Cl)cc1)C(=O)N1CCOCC1)c1ccc([N+](=O)[O-])cc1	2.8	-6.4	0.5	0.8	1.8	-8.3	-3.9	15.2*	7.3	7.3
Cc1ccc(N2C(=O)C3ON(c4ccccc4)C(c4ccncc4)C3C2=O)cc1 (configuration not stated)	-4.3	8.8	0.0	5.4	2.9	15.4	-7.6	-3.5	-12.0	2.6
CNC(=O)NC(=O)C(C)OC(=O)c1ccc(Cl)c(S(=O)(=O)Nc2ccc(F)cc2)c1 (configuration not stated)	6.9	1.6	0.2	3.2	9.0	24.1	-5.1	7.7	3.4	-3.9
OCC[C@H]1C[C@@H](O)[C@H](O)[C@]2(Cc3ccccc3CCO2)O1	-0.2	-4.8	0.1	0.3	-0.6	-5.7	8.9	0.2	-4.7	-8.7
N#C/C(=C\Nc1ccc(Cl)cn1)S(=O)(=O)c1ccccc1	-0.9	-1.3	-0.8	-1.6	12.2	5.7	-10.1	4.0	-2.7	-3.9
CCOC(=O)c1cc(CC)sc1NC(=O)c1cccc(N2C(=O)CCC2=O)c1	-1.1	4.0	0.2	0.3	0.5	2.6	0.9	-1.2	0.2	4.3
CC1(C(=O)NS(=O)(=O)c2cccc(F)c2)CCN1C(=O)c1cccc(F)c1 (configuration not stated)	-0.5	-1.9	-0.2	1.3	-1.9	10.7	5.5	5.9	-1.4	-6.2
CN1C(=O)C2(c3ccccc31)N(C)CC(c1ccccc1)C21SC(=S)N(Cc2ccco2)C1=O (configuration not stated)	-1.6	4.5	0.7	-4.3	6.6	-3.5	1.4	1.0	0.6	-0.1
O=C(c1ccccc1F)N1CCN(C2CCC(c3ccccc3)CC2)CC1 (configuration not stated)	0.8	-6.3	0.1	2.1	7.4	-3.9	-2.3	2.7	4.4	2.8
CCOc1ncccc1C(=O)OCC(=O)c1ccc(OC)c(OC)c1	-3.7	-1.1	-0.4	0.4	18.1	-7.3	0.2	-1.5	-3.9	-5.1
CC1(C)OC(=O)C2=C(CC(CCc3ccccc3)OC2c2ccccc2)O1 (configuration not stated)	-0.9	3.6	0.4	2.5	4.9	3.8	-1.3	-0.7	-0.3	1.6
O=C(CSc1ncnc2sccc12)NC1CCS(=O)(=O)C1 (configuration not stated)	-1.9	8.7	0.2	2.1	0.5	0.7	-6.6	-0.6	1.4	3.3
Cc1cn(-c2cc(C(=O)Nc3ccc(C)c(NC(=O)C(=O)c4c[nH]c5ccccc45)c3)cc(C(F)(F)F)c2)cn1	-2.1&-4.2	-0.8&-1.0	-0.5&1.4	-1.1&-1.9	3.6&-0.6	8.8&-2.1	1.2&3.7	3.4&0.9	2.0&-2.2	-2.3&-1.9
COc1cccc(NC(=O)Nc2cnccn2)c1	-8.4	0.3	-0.1	-3.4	5.7	-3.1	-2.0	0.8	1.4	5.3
O=C(COC(=O)c1ccncc1)Nc1ccccc1	-1.7	-2.4	0.1	0.1	-5.8	-6.7	-7.1	0.5	6.8	-7.8
COc1ccc2cnnc(SCC(=O)Nc3ccc(C(C)=O)cc3)c2c1OC	-5.5	-1.8	-1.8	4.2	5.7	9.0	-28.6	-28.6	3.2	-10.2
CCN(CC)Cc1c(C(=O)OC(C)C)nnn1-c1nonc1N	1.3	4.0	0.7	-2.1	14.7	9.2	-1.4	-1.4	-4.7	0.0
COc1ccc(F)cc1-c1cc(C(=O)NCc2ccc(F)cc2)[nH]n1	4.2	-1.8	0.5	-2.5	2.2	11.8	5.4	3.3	2.0	-10.2
COc1ccc(Cn2c(-c3ccccc3C)nc3c(c(=O)c4ccccc4n3C)c2=O)cc1	-2.5	2.0	-0.5	-5.8	17.7	12.5	-5.8	2.8	-4.7	-6.5
Nc1c(C(=O)NCc2ccccc2)nnn1Cc1cccc(Cl)c1	-1.7	4.1	0.3	1.4	14.8	7.5	0.5	0.2	5.8	3.0
CC(C)(C)C(=O)CN1CCN(S(=O)(=O)c2ccc(F)cc2)CC1	-6.4	3.0	0.8	1.5	-6.2	-10.8	-1.2	-1.9	-0.1	9.0
CCn1c(SCC(=O)NNC(=O)c2ccc(C)cc2)nnc1-c1ccco1	-1.6	3.3	-0.3	-0.7	4.1	-4.0	5.7	1.6	-0.8	3.9

The list goes on.
SMILES	ADAM17 inh	MBD2 inh	proKLK7 act	UHRF1 binding	ARFGAP1 inhibitor	ASAP1 inh	PLCb3 inh	PLC-gamma1 inh	Tn6 DDE FP	Tn7 DDE FP
C=CCc1cccc(CNc2nc3ccccc3n2CC)c1O	5.4	0.2	-0.2	0.8	6.0	-1.4	-0.2	0.5	0.2	1.4
CCn1c(SCC(=O)Nc2ccc3c(c2)OCO3)nc2c1c(=O)n(C)c(=O)n2C	1.0	-1.2	-0.3	1.4	14.4	3.3	2.3	6.1	5.2	-3.9
CC1CCC(NC(=O)c2ccc(CNc3c(NC4CCCCC4)c(=O)c3=O)cc2)CC1 (configuration not stated)	-3.4	6.6	0.4	5.1	8.9	16.9	-2.9	-0.2	-3.1	0.1
CCCC(=O)Nc1ccc(C(=O)Nc2nc(CC(=O)OCC)cs2)cc1	-3.5	-0.4	0.3	1.8	7.3	0.9	-1.1	-2.7	-2.6	-3.5
Cc1ccc(CSCCNC(=O)CN(c2cccc([N+](=O)[O-])c2)S(C)(=O)=O)cc1	1.6	-2.9	0.6	3.5	-4.8	7.1	0.4	-2.3	11.3	-3.9
CCC(=O)N1CCc2cc(S(=O)(=O)CCC(=O)N3CCN(c4ccccc4F)CC3)ccc21	3.4	-4.6	0.5	-0.5	0.0	-3.8	-3.6	2.8	3.4	10.8
NC(N)=N/N=C/c1c(Cl)cccc1Cl	-3.4&-4.1	-5.0&5.8	-0.6&0.3	-2.9&3.5	-3.8&12.0	2.9&-0.9	1.9&-4.4	3.5&7.1	3.7&-5.3	-6.2&9.2
O=C(CN1CCCC1)N1c2ccccc2Sc2ccccc21	-1.6	-1.3	-0.1	-1.6	-11.0	3.8	-4.7	0.2	-0.2	-5.1
c1ccc(COc2ncnc3c2ncn3CCCN2CCN(Cc3cccc4ccccc34)CC2)cc1	6.3	4.1	-0.1	2.6	1.6	3.8	1.5	1.2	6.6	2.6
CC(C)c1ccc(NC(=O)N(CCc2nc3ccccc3[nH]2)C2CCCC2)cc1	0.2	3.0	0.3	-0.5	-5.1	5.5	3.7	1.5	-9.3	-2.4
CN(C(=O)COC(=O)Cn1cnc2ccccc21)C1CCCCC1	-2.5	-1.6	-0.3	-2.0	-11.7	-3.1	4.6	1.5	14.6	-10.1
CN(C)N=Nc1ccc(S(=O)(=O)/N=C(\O)c2ccccc2)cc1	1.6	-2.5	0.2	-1.2	4.8	-1.4	-7.0	1.5	-1.0	0.2
COC(=O)C[C@H]1c2cc(C(F)(F)F)ccc2S(=O)(=O)N1C1CCCC1	0.8	2.2	0.4	-3.4	1.1	7.3	4.0	2.5	0.0	-3.1
CCOC(=O)[C@@H]1[C@H]2COc3ccc(Br)cc3[C@@H]2N2C(=O)N(c3ccccc3)C(=O)[C@]12C	0.9	-6.6	0.9	-1.6	9.2	-9.2	5.2	2.0	7.2	0.4
CCS(=O)(=O)NC(C)C(c1cccs1)N1CCN(C)CC1 (configuration not stated)	-0.7	-0.9	-0.5	-1.8	1.8	14.1	-1.7	0.9	4.3	0.4
Cc1cc(C(F)(F)F)n2[nH]c(=O)c(N=Nc3ccccc3)c2n1	3.0	-11.9	0.0	-6.4	-8.2	-2.4	5.6	0.0	9.6	-0.5
CCOC(=O)N/N=C(\C)c1ccc(-n2cnnn2)cc1	-3.5	5.0	-0.4	-1.3	8.3	-3.3	0.9	-1.3	-7.1	3.4
CC1CN(C(=O)C2CCCN2S(=O)(=O)c2ccc(Cl)cc2)CC(C)O1 (configuration not stated)	-2.1	-6.0	0.0	-1.0	-11.3	2.8	4.6	-2.9	5.6	-0.2
O=C(Nc1ccccc1C(=O)NCCc1ccc(O)cc1)c1ccco1	-7.1	6.0	0.6	0.8	13.2	-0.7	-11.0	-3.8	-1.0	1.1
Nc1cccc(S(=O)(=O)c2cccc(N)c2)c1	-3.9	1.6	-0.4	-1.5	-9.9	-7.0	0.6	0.8	2.3	-0.1
O=C(CN1C(=O)NC2(CCCC2)C1=O)NCc1ccccc1	-2.9	1.8	0.6	0.5	-24.3	-19.4	0.8	0.2	5.5	-0.4
CC1=C(O)C(=O)C(C2=C(O)C(=O)C(C)=C(O)C2=O)=C(O)C1=O	-4.2	0.3	0.3	17.8	-6.2	-30.8	3.5	47.3*	5.3	-3.1
COc1ccc(Oc2nc3c(c(=O)n(C)c(=O)n3C)n2C)cc1	-0.5	3.2	0.1	1.0	-13.6	-9.0	-0.3	1.4	-5.8	7.2

Whole records, looked up by structure. Screens in order: ADAM17 inh, MBD2 inh, proKLK7 act, UHRF1 binding, ARFGAP1 inhibitor, ASAP1 inh, PLCb3 inh, PLC-gamma1 inh, Tn6 DDE FP, Tn7 DDE FP
`CCOC(=O)[C@@H]1[C@H]2COc3ccc(Br)cc3[C@@H]2N2C(=O)N(c3ccccc3)C(=O)[C@]12C` is listed as 0.9, -6.6, 0.9, -1.6, 9.2, -9.2, 5.2, 2.0, 7.2, 0.4
`Cc1cc(C(F)(F)F)n2[nH]c(=O)c(N=Nc3ccccc3)c2n1` is listed as 3.0, -11.9, 0.0, -6.4, -8.2, -2.4, 5.6, 0.0, 9.6, -0.5
`CCOC(=O)N/N=C(\C)c1ccc(-n2cnnn2)cc1` is listed as -3.5, 5.0, -0.4, -1.3, 8.3, -3.3, 0.9, -1.3, -7.1, 3.4

Rows were taken by chance; overall some 4.1% were active at least once.
